Rv3671c inh: Rv3671c serine protease inhibitors, primary screen, biochemical, fluorescence polarization, M. tuberculosis H37Rv; inhibition, % at 5.96 µM; actives 0.048% (n = 320,000); AID 2606, 2010; in the data active = inhibition above about 38%;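 note: extracellular domain of Rv3671c used as enzyme; 0% = enzyme with DMSO and 100% = no enzyme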
Target sequence (P9WHR9 whole entry, looked up, the tested form may be a part): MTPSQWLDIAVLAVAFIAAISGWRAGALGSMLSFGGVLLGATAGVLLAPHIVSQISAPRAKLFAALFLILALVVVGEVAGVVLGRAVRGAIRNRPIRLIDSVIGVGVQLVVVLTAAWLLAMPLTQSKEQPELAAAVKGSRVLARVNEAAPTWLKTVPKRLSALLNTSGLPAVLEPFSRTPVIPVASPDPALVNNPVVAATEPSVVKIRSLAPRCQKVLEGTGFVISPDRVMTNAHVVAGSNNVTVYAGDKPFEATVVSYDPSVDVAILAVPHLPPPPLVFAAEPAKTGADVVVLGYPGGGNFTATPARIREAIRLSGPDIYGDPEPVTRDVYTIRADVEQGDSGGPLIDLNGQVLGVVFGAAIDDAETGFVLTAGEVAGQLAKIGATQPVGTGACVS
BH1578 lux ind: inducers of Vibrio cholerae quorum light production without autoinducers, primary screen, BH1578 luxS cqsA deficient, single point; V. cholerae BH1578 lux reporter, luminescence, 6 h; actives 0.16% (n = 350,000); activation, % at 18.7 µM; in the data active = activation mostly above about 9.7%, no sharp cut-off; inconclusive = no clear call, values can overlap the other calls; inactive = mostly below about 3.7%; note: not every result past the cut was called active; inactives centre near 0; reference of the scale not given here
Anthrax LF prot: Bacillus anthracis LF protease inhibitors, primary screen, biochemical, multiplex microsphere, MLPCN library; AID 588501, 2011; inhibition, % at 10 µM; actives 0.12% (n = 360,000); multiplex microsphere protease cleavage assay; in the data active = inhibition above about 30%; inconclusive = no clear call, values can overlap the other calls; note: plate controls were buffer without enzyme for full effect and enzyme alone for no effect
MazEF act: activators of E. coli MazEF toxin-antitoxin RNase, primary screen, biochemical, fluorescence, uHTS | actives 0.32% (n = 350,000) | FAM/BHQ RNA-DNA oligo cleavage fluorescence, 5 h | Endoribonuclease toxin MazF (Escherichia coli (strain K12)), P0AE70 | activation, % at 20 µM; in the data active = activation above about 50%
Target sequence (P0AE70 whole entry, looked up): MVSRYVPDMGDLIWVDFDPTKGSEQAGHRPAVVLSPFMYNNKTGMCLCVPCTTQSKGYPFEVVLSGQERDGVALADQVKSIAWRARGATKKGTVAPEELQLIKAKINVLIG
Yp Topo-I inh: Yersinia pestis topoisomerase I inhibitors, primary screen, biochemical, cleavage product accumulation, plate reader, single point; DNA topoisomerase I (Yersinia pestis CO92); Y. pestis Topo-I cleavage product accumulation; activity, % at 10 µM; actives 0.064% (n = 360,000); AID 504884, 2011; in the data active = activity above about 50%, passing the limit was not always enough; inconclusive = no clear call, values can overlap the other calls; note: inactives centre near 2
VHR inh abs: VHR1 phosphatase inhibitors, primary screen, biochemical, absorbance, uHTS | inhibition, % at 13.3 µM | actives 0.52% (n = 290,000) | AID 1654, 2009 | recombinant VHR phosphatase, pNPP absorbance; in the data active = inhibition above about 50%; note: some compounds called inactive have numbers as strong as hits
Target sequence (P51452 whole entry, looked up): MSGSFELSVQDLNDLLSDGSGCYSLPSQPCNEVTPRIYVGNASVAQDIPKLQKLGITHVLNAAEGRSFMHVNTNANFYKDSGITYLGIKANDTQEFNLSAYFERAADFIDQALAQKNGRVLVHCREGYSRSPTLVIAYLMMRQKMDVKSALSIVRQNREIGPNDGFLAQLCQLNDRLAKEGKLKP
3CLpro inhibitor: SARS-CoV 3CLpro protease inhibitors, primary screen, biochemical, quenched FRET. Replicase polyprotein 1ab (Severe acute respiratory syndrome coronavirus), P0C6X7. recombinant SARS-CoV 3CLpro, quenched FRET peptide cleavage. inhibition, % at 6 µM. actives 0.14% (n = 290,000); in the data active = inhibition above about 12%
PriA SSB inh: inhibitors of Klebsiella pneumoniae PriA binding to SSB C-terminal tail, primary screen, biochemical, AlphaScreen; PriA–SSB C-terminal tail interaction (Klebsiella pneumoniae); AlphaScreen SSBct-PriA binding, biotinylated peptide; inhibition, % at 33 µM; actives 0.6% (n = 430,000); in the data active = inhibition mostly above about 37%, no sharp cut-off; inactive = mostly below about 20%;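 note: plate controls were negative control peptide for no effect and reference peptide for full effect; strong numbers were not always called active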
PfHsp40 rescue: rescue of yeast from PfHsp40 toxicity, primary screen, S. cerevisiae, ATP luminescence. actives 0.68% (n = 340,000). growth rescue, % at 12.5 µM. S. cerevisiae expressing PfHsp40, growth rescue; in the data active = growth rescue above about 28%, passing the limit was not always enough; inconclusive = no clear call, values can overlap the other calls;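 note: yeast W303a lacking pdr1 and pdr3 grown in galactose medium; growth measured after three days at 30 °C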
TcdB inh: TcdB glycohydrolase inhibitors, primary screen, biochemical, single point, plate reader; TcdB glycohydrolase enzymatic assay; inhibition, % at 9.99 µM; actives 0.24% (n = 350,000); AID 652162, 2013; in the data active = inhibition above about 10%
* marks the source's active call; other numbers are inactive results; i = inactive; ? = inconclusive; / = not tested or not shown. An excerpt, so the mix of outcomes need not match the whole.

Values in the order: Rv3671c inh	BH1578 lux ind	Anthrax LF prot	MazEF act	Yp Topo-I inh	VHR inh abs	3CLpro inhibitor	PriA SSB inh	PfHsp40 rescue	TcdB inh
CCOC(=O)N1CCC(NC(=O)c2csc3c2CCCC3)CC1
    10	-0.4	-8	5	2	23	0	-2	0.7	2.0
Cc1c(C(=O)NC(Cc2ccccc2)c2nc3ccccc3[nH]2)cccc1[N+](=O)[O-] (stereo not drawn)
    -13	2.0	-1	2	2	-11	0	-5	0.9	-0.1
CC(C)[C@H](NC(=O)N1CCn2c1nc1ccccc12)C(=O)NCc1ccc2c(c1)OCO2
    -2	i	-1	9	30	14	-3	3	2.4	0.8
Cc1c(-c2cccc(NC(=O)c3ccco3)c2)nc2ncccn12
    9	3.5	-2	1	2	40	-4	-3	0.0	0.1
O=C(c1ccco1)N(Cc1cc2ccccc2[nH]c1=O)C1CCCCC1
    -1	-3.4	0	-5	9	0	2	-1	0.1	/
CC(OC(=O)c1ccc(Cl)c(S(N)(=O)=O)c1)C(=O)NCc1ccc2c(c1)OCO2 (stereo not drawn)
    1	1.2	?	9	-3	/	/	-5	0.4	1.3
O=C(O)CCc1ccc(-c2ccccc2)n1-c1ccc(C(=O)O)cc1
    -1	i	4	4	1	/	2	19	-0.7	/
O=C(c1ccc(Br)s1)N1CCc2ccccc2C1
    -4	i	6	1	11	26	2	-11	2.9	-3.5
CC1(C(=O)OCC(=O)Nc2ccc(S(=O)(=O)N3CCOCC3)cc2)CC1(Cl)Cl (stereo not drawn)
    -2	-2.9	-4	2	2	/	/	2	-1.1	1.6
CC1=C(C(=O)Nc2cccc(C)n2)C(c2ccc3c(c2)OCO3)C2=C(CC(c3ccco3)CC2=O)N1 (stereo not drawn)
    /	-0.4	-2	7	7	17	-3	-3	-0.2	/
CC(C)(C)c1ccc(Oc2ccc(N)cn2)cc1
    -4	-0.4	/	2	-4	1	-1	14	/	0.9
Cc1onc(-c2ccccc2)c1C(=O)N(Cc1ccccc1)C(C)C
    3	0.8	-1	-4	5	13	-1	7	0.4	1.4
O=C(NC1CCSc2ccccc21)c1ccc(F)c(S(=O)(=O)N2CCOCC2)c1 (stereo not drawn)
    -2	-0.2	-1	-1	14	-11	5	-1	-0.9	1.6
CCC(Sc1nc2ncnc(N)c2[nH]1)C(=O)O (stereo not drawn)
    -1	-0.4	0	-2	-4	11	-3	10	0.7	0.1
Cc1nc(CSc2ccc(Cl)cc2)cc(N2CC(C)OC(C)C2)n1 (stereo not drawn)
    -3	i	-4	3	8	18	-2	-13	-0.2	1.8
CN(C(=O)C1CCCN(c2ncnc3c2nc2n3CCCCC2)C1)c1cccc(Cl)c1 (stereo not drawn)
    -2	-0.3	-1	8	43	52*	-5	10	-0.2	2.1
CCC(c1nnnn1C1CCCCC1)N(Cc1ccco1)Cc1cc2ccc(OC)cc2[nH]c1=O (stereo not drawn)
    /	i	-2	-3	12	14	0	9	0.8	/
Cc1cc(C)cc(NC(=O)c2cc(S(=O)(=O)N3CCCC3)cn2C)c1
    5	-0.3	-6	-7	-7	10	2	7	-0.8	-6.8
CC(C)CC(NC(=O)CCl)c1ccccc1 (stereo not drawn)
    3	i	-1	9	8	-1	4	-5	-1.0	/
OCC1(CCOc2ccccc2)CCN(Cc2cn[nH]c2-c2ccc(F)cc2)CC1
    3	i	-2	2	11	18	3	-5	3.5	2.0
COc1cccc(-c2cccc(NC(=O)C3CCN(C4CCC4)CC3)c2)c1
    0	-0.4	-3	0	2	21	-1	11	-0.2	0.8
CCOCCOC(=O)C1=C(C)Nc2ccc(C)cc2S1
    4	-0.4	?	7	1	-2	0	4	0.5	/
CCN(CC)S(=O)(=O)c1ccc(N2CCOCC2)c(NC(=O)Cc2ccc(Cl)cc2)c1
    -1	-0.2	1	-1	6	5	-1	2	0.4	-0.2
COC(=O)[C@]1(C)N[C@H](CN(C)S(=O)(=O)c2ccc(-c3ccccc3)cc2)[C@@H]2C(=O)N(C)C(=O)[C@@H]21
    3	-1.0	-1	2	17	/	/	-2	2.4	1.5
Cc1ccc(CNC(=O)C2CC(c3cc(C(F)(F)F)cc(C(F)(F)F)c3)=NO2)o1 (stereo not drawn)
    -14	i	1	-2	10	-12	/	0	13	1.8
O=C(O)[C@H]1C[C@@H]1[C@H](NP(=O)(c1ccccc1)c1ccccc1)c1ccccc1
    8	i	-4	6	4	12	-6	-3	1.0	5.2
CCc1ccccc1NC(=O)CC(c1ccc(OC)cc1)n1cccc1 (stereo not drawn)
    1	i	-6	0	-6	3	0	10	-0.2	0.1
COc1ccccc1NC(=S)NN1CCN(C)CC1
    -4	-0.2	-1	-3	2	-14	-5	6	-0.1	0.5
CCNC(=O)C1CCCN(C(=O)Cc2cccs2)CC1 (stereo not drawn)
    /	0.3	-4	/	7	/	/	/	/	0.9
CC(=O)NC(=S)NNC(=O)CCc1ccccc1
    6	i	-5	-10	16	-6	6	0	-1.2	0.5
Cc1cn([C@H]2C[C@H](O)[C@@H](CNC(=O)[C@H](N)Cc3cccnc3)O2)c(=O)[nH]c1=O
    /	1.1	-2	8	3	/	/	/	/	0.1
Cn1c(=O)c(C(=O)CN2CCCc3ccccc32)c(N)n(Cc2ccccc2)c1=O
    4	2.9	-12	28	0	-13	-5	8	0.8	/
COc1ccc(C(=O)Nc2cccc(OC(=O)c3ccco3)c2)cc1
    -3	-0.3	7	4	-1	-8	1	-6	-1.3	-4.1
Cc1ccc(CSCc2ccc(C(=O)O)o2)cc1
    -10	1.4	-1	9	-3	13	4	7	-1.9	1.5
Cc1ccc(OCC(=O)Nc2ccccc2Sc2ccccc2)c([N+](=O)[O-])n1
    -7	0.1	-4	-2	-6	-4	-1	-5	0.8	3.2
O=[N+]([O-])c1cccc(C=Nc2cccc3ccccc23)c1O
    -6	i	3	4	-2	25	8	-8	-0.5	-0.5
Cc1noc(C)c1S(=O)(=O)Nc1ccc(C(=O)NCCc2ccccc2)cc1
    -8	5.9	1	-4	-4	26	2	-18	-1.2	/
CCC(c1nnnn1Cc1ccco1)N(Cc1cc2cc(OC)ccc2[nH]c1=O)C1CCCCC1 (stereo not drawn)
    -5	/	1	3	17	4	-6	-14	0.0	/
CCOC(=O)COc1ccc(S(=O)(=O)N2CCc3ccccc3C2)cc1
    2	-0.1	-6	-8	37	-5	4	-7	1.7	/
Cc1c2c([n+]3n1CCC3)CC(C)(C)CC2=O
    4	-0.5	-3	6	4	4	2	-15	-1.0	-2.5
CCCCn1c(=O)c2ccccc2c2ccccc2c1=O
    -3	-0.3	-5	4	-10	-11	-5	-7	3.6	/
CCC1CCCCN1CCCNS(=O)(=O)c1ccc2c(c1)oc(=O)n2C (stereo not drawn)
    -1	2.6	2	-36	2	68	4	-14	1.9	1.6
Clc1cccc(CN2CCC3CC2c2cc(N4CCCCC4)ccc23)c1 (stereo not drawn)
    /	i	-11	-9	-4	/	/	30	1.0	-0.2
CC/C(=N\O)c1ccc(OC)c(OC)c1
    6	i	0	5	-2	12	-1	/	-0.7	/
COc1ccc(C2OC(=O)CC2C(=O)NCc2ccccc2Cl)cc1OC (stereo not drawn)
    -1	0.3	-2	7	2	18	4	3	-1.0	0.0

Some entries already given, limited to Yp Topo-I inh, PriA SSB inh and Rv3671c inh.
SMILES	Yp Topo-I inh	PriA SSB inh	Rv3671c inh
COc1ccc(C(=O)Nc2cccc(OC(=O)c3ccco3)c2)cc1	-1	-6	-3
CC/C(=N\O)c1ccc(OC)c(OC)c1	-2	/	6
Cc1noc(C)c1S(=O)(=O)Nc1ccc(C(=O)NCCc2ccccc2)cc1	-4	-18	-8

(cont.)
Values in the order: Rv3671c inh	BH1578 lux ind	Anthrax LF prot	MazEF act	Yp Topo-I inh	VHR inh abs	3CLpro inhibitor	PriA SSB inh	PfHsp40 rescue	TcdB inh
Cc1ccc(CCS(=O)(=O)c2ccc(C(C)(C)C)cc2)cn1
    -7	i	-12	-3	11	22	11	-7	1.9	1.6
Cc1cc(C)n2nc(SC(C)C(=O)N3CCC4(CC3)OCCO4)nc2n1 (stereo not drawn)
    0	-1.4	-1	1	-7	17	4	-8	7.5	/
COc1ccc(CCN=Cc2c(C)[nH]n(-c3ccc([N+](=O)[O-])cc3)c2=O)cc1OC
    -6	-0.5	1	7	-4	14	4	-5	0.4	0.5
COc1ccc(C(=O)NCC(=O)N/N=C/c2c(C)[nH]c3ccccc23)cc1OC
    5	-0.5	5	7	-24	4	4	/	-1.4	1.1
COc1ccc(-c2cn3cccnc3n2)cc1Br
    -2	-0.4	2	-4	-7	2	0	-14	0.3	1.5
CCCOc1ccc(CNC(=O)C2CCN(c3nn4c(=O)cc(C)nc4s3)CC2)cc1
    4	-0.2	-3	5	5	-26	-5	-13	-0.4	-0.5
Cc1c(Br)c([N+](=O)[O-])nn1C(C)C(=O)N1CCc2ccccc2C1 (stereo not drawn)
    -10	-0.3	-3	2	-2	14	4	-7	-0.6	1.7
CCC(=O)N(Cc1cc(=O)[nH]c2ccccc12)c1ccc(OC)cc1
    0	i	10	9	-3	7	-3	-15	1.9	0.7
O=C(COc1cc(=O)n2c(n1)SCCC2)c1ccccc1
    5	i	/	0	9	19	-7	4	-1.0	/
COc1ccc(Cc2nc3c([nH]2)c(=O)n(C)c(=O)n3C)cc1OC
    /	i	2	0	2	/	/	-1	-0.5	0.7
Cc1ccc(C)n1-c1ccc(C(=O)NC2CCN(Cc3ccccc3)CC2)cc1
    -7	-0.2	-8	2	2	8	1	1	0.1	/
CCn1c(CNC(=O)c2ccccc2)nnc1SCC(=O)N1CCN(c2ccccc2)CC1
    11	i	-1	-4	2	-1	3	-8	0.2	/
COC(=O)C1=C(N)Oc2cc(C)n(C)c(=O)c2C1c1ccc(Cl)cc1 (stereo not drawn)
    2	i	-5	4	-7	6	0	1	-1.4	/
COc1cc2[nH]c(C(=O)Nc3ccc(F)cc3)cc2c(OC)c1OC
    -8	-0.9	3	/	-2	53*	-1	/	1.4	1.3
CCc1ccc(-c2cc(C(=O)NCc3ccccn3)c3ccccc3n2)cc1
    -11	-0.3	-4	2	35	12	5	-12	5.3	/
Cc1ccc(/C=C2\SC(=S)N(NS(=O)(=O)c3ccc(C)cc3)C2=O)cc1
    -2	-0.5	1	5	13	24	9	-1	-1.4	0.6
COC(=O)C(N)CCCCN (stereo not drawn)
    5	-0.4	2	13	-10	/	/	-5	-1.0	0.6
CC(=O)c1cc2c(cc1NC(=O)Cn1nc(C)c(C)c(C#N)c1=O)OCO2
    -3	i	0	3	5	/	/	5	-0.8	2.3
Cc1cc(N2C(=O)C(O)=C(C(=O)c3ccc(C)o3)C2c2cccc(Cl)c2)no1 (stereo not drawn)
    /	i	-4	1	20	/	/	/	/	0.4
